HSF-1 act – increases HSF-1 driven luciferase reporter signal; activation, % at 9 µM; 300,000 compounds, 1.7% hits; AID 504408; NIH3T3-HGL HSF-1 luciferase reporter, MG132, 8 h; 100% = twice DMSO control signal;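 active = mean replicate activation of at least 50% with a set share of replicates each reaching 50%; inconclusive = only one of those two conditions met; inactive = mean below 50% and too few replicates reaching it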;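 also: 0% = median of the neutral control wells and 100% = twice that signal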
PolyA inh – inhibitors of polyadenylation in S. cerevisiae; 300,000 compounds, 0.02% hits; S. cerevisiae SKY197-pL101 polyadenylation reporter, beta-gal luminescence; efflux-impaired pdr1/pdr3 knockout yeast; score 100 = 6 SD above DMSO; AID 1875; calls only at 12 µM;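 active = lowest replicate activity score at least 50, where 100 means six control SD above control mean; inconclusive = lowest score under 50 but half or more replicates reach 50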;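 also: yeast exposed to compound for 9 h at 30 °C; higher score means more reporter readthrough which indicates perturbed polyadenylation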
GSK3 alpha inh – inhibitors of human GSK-3 alpha kinase | P49840 | ADP-Glo luminescence, 60 min | inhibition, % at 10 µM | 320,000 compounds, 0.1% hits;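 in the data active = inhibition above about 50%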;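 also: GST-tagged GSK-3 alpha with peptide substrate and 25 µM ATP; 0% = DMSO neutral wells and 100% = GW8510 positive control wells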
Target sequence (P49840 whole entry, looked up): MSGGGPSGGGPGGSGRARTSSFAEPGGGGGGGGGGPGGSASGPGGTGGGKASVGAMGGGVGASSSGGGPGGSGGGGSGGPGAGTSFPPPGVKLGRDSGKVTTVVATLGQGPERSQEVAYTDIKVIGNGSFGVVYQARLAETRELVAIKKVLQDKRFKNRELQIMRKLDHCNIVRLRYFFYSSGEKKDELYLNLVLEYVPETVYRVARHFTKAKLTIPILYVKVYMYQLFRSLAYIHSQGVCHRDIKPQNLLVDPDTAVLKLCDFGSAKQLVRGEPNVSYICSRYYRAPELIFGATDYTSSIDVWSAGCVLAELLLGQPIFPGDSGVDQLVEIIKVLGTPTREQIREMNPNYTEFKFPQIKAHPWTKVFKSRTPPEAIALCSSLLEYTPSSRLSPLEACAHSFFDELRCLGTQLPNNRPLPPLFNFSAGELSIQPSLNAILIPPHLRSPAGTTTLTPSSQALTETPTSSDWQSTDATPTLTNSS
HSF1 inh – HSF1 inhibition; 300,000 compounds, 0.77% hits; NIH3T3-HGL HSE-luciferase, MG132-induced, luminescence 8 h; stronger effect = lower value; activity change, negative = inhibition, % at 7.5 µM (by protocol);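 active = more than half of replicate wells show activity change below -50%, luminescence cut by over half; inconclusive = some wells, but at most half, below -50%; inactive = no replicate well below -50%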;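 also: luciferase reports HSF-1 transcriptional activity via heat shock element; 0% = median of DMSO wells and -100% = zero luminescence signal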
GSK3B inh – inhibitors of human GSK3beta kinase. AID 2097. activity score (negative = inhibition), % at 10 µM. 300,000 compounds, 0.038% hits. GST-GSK3beta kinase, ADP-Glo luminescence, 60 min; stronger effect = lower value;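 active = more than half of replicate wells score below -50%, meaning over 50% inhibition versus plate controls; inconclusive = some replicates but at most half score below -50%; inactive = no replicate scores below -50%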;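 also: 0% = median DMSO wells and -100% = median GW8510 positive control wells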
Target sequence (P49841 whole entry, looked up): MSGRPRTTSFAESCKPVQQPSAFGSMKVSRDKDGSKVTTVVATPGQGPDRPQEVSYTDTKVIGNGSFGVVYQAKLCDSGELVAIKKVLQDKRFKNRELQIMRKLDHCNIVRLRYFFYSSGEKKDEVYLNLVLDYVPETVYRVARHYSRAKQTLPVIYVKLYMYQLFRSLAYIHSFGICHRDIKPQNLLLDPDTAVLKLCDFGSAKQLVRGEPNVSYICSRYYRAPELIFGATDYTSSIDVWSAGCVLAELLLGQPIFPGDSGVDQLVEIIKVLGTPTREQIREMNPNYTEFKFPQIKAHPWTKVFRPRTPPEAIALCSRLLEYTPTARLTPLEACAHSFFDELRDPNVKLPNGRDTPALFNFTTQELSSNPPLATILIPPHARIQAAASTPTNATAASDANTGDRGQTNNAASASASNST
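Test system: GST-fused GSK3beta enzyme, cell-free | Quantity: 1.6 ng GST-GSK3beta enzyme per well | Reagent: 25 µM ATP with peptide substrate | Schedule: 60 min enzyme reaction, room temperature | Signal: Luminescent ADP-Glo measurement of ADP formed | Read-out basis: Score relative to plate controls | Control set: DMSO and 20 µM GW8510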
KLF5 inh – inhibitors of KLF5 expression; inhibition, % at 5 µM; AID 1700; 290,000 compounds, 0.23% hits; DLD-1 KLF5 promoter-luciferase reporter, luminescence;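 active = inhibition above a per-plate limit of that plate's mean compound inhibition plus 3 SD, cut at about 60% in these data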;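 also: 0% = DMSO wells and 100% = LY294002 at 200 µM; higher means less KLF5 promoter-driven luciferase light; inactives centre near -14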
aSyn 5UTR inh – 5' untranslated region of α-synuclein, MLPCN primary screen. alpha-synuclein 5'UTR reporter, inhibitor activity. inhibition, % (tested at 7.5 µM). 300,000 compounds, 0.82% hits; in the data active = inhibition above about 60%; inconclusive = no clear call, values can overlap the other calls;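 also: H4 neuroglioblastoma cells stably carrying SNCA 5'UTR luciferase fusion; 0% = DMSO wells and 100% = positive control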
AI-2 QS mod – modulators of Vibrio harveyi AI-2 quorum sensing system; Vibrio harveyi JMH597 AI-2 luminescence/OD600 ratio, 9 h; stronger effect = lower value; strain lacks LuxN and CqsS sensors; 0 = neutral-control median; activity change, % at 7.5 µM; 300,000 compounds, 0.4% hits; in the data active = activity change below about -75%, passing the limit was not always enough; inconclusive = no clear call, values can overlap the other calls;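 also: luminescence divided by OD600 gain over 9 h not by final OD600 alone; inactives centre near 13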
HSP90 refold inh – HSP90 refolding inhibition in rabbit reticulocyte lysate; 290,000 compounds, 0.91% hits; inhibition, % at 5.6 µM; luciferase refolding luminescence, 3 h;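 active = inhibition above the screen-wide mean plus 3 SD, computed separately per campaign, cut at about 16% in these data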;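 also: 0% = DMSO wells and 100% = 60 µM geldanamycin wells; inhibitors lower the luminescence because luciferase stays unfolded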
IEC-6 tox – counter-screen for KLF5 inhibitors: cytotoxicity in IEC-6 cells | IEC-6 cytotoxicity, luminescence viability | inhibition, % at 5 µM | 290,000 compounds, 0.78% hits | AID 1825; in the data active = inhibition above about 22%;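 also: 0% = plate median of test compound wells and 100% = cytotoxic reference compound wells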
* marks the source's active call; other numbers are inactive results; i = inactive; ? = inconclusive; . = no result given. Only part of the results is shown (hit frequency here may not be typical).

# | canonical_smiles | HSF-1 act | PolyA inh | GSK3 alpha inh | HSF1 inh | GSK3B inh | KLF5 inh | aSyn 5UTR inh | AI-2 QS mod | HSP90 refold inh | IEC-6 tox
1 | CCN(CC)S(=O)(=O)c1ccc(NS(=O)(=O)c2ccc(F)cc2)cc1 | 14 | i | 1 | 3 | -3 | -1 | -2 | -1 | 4 | 1
2 | O=C(/C=C/c1ccc(Cl)cc1Cl)Nc1cccc(S(=O)(=O)NC2=NCCC2)c1 | 63* | i | 0 | 24 | -1 | -89 | -41 | 27 | -2 | -3
3 | CCC(C)NS(=O)(=O)c1ccc(S(=O)(=O)N(CCc2ccc(OC)c(OC)c2)Cc2cccs2)cc1 (centres undefined) | 13 | i | -1 | 2 | -1 | -32 | 42 | 43 | 2 | 0
4 | CS(=O)(=O)N1CCN(c2ccc([N+](=O)[O-])c(NCCN3CCOCC3)c2)CC1 | -7 | i | -2 | -9 | 2 | -22 | 2 | 13 | 2 | 1
5 | O=C(c1ccc(Cn2cc(Br)cn2)o1)n1cccn1 | -11 | i | -3 | -12 | 2 | -5 | 12 | 45 | 5 | -4
6 | Cc1nnc(NC(=O)CCn2c(=O)oc3ccccc32)s1 | 12 | i | 0 | 10 | 0 | 0 | -8 | 19 | 4 | 0
7 | Cc1c(S(=O)(=O)N2CCN(C(c3ccccc3)c3ccccc3)CC2)c(=O)n(C)c(=O)n1C | 17 | i | -1 | -1 | 2 | -19 | 28 | 3 | 1 | -4
8 | CCCCCCCc1n[nH]c(=S)n1Cc1ccccc1 | 0 | i | -2 | -6 | 1 | -8 | 7 | 28 | 1 | -6
9 | COc1ccc(OC)c(NC(=O)CSc2nnc(-c3ccco3)n2-c2ccc(C(=O)O)cc2)c1 | -2 | i | -2 | -10 | -1 | 3 | 0 | 27 | 2 | 5
10 | Cc1c(C(=O)NNC(=S)Nc2cccc(Cl)c2)nnn1-c1ccccc1 | ? | i | -3 | 13 | 5 | -29 | -69 | 14 | 2 | -5
11 | O=C(NCCN1C(=O)S/C(=C\c2ccc(OC(F)F)cc2)C1=O)C1=COCCO1 | 15 | i | -3 | 7 | 4 | . | -18 | 12 | . | .
12 | CCn1cc(CN2CCCC(CNS(=O)(=O)Cc3ccccc3)C2)cn1 (centres undefined) | 25 | i | -2 | 2 | 3 | -11 | -18 | 23 | 1 | 0
13 | O=C(CSc1nnc(Cc2ccccc2)o1)c1cc(F)ccc1F | -5 | i | 2 | 4 | -7 | -22 | -52 | 12 | -5 | -9
14 | Nc1nc(C(F)(F)F)cc(=O)[nH]1 | -11 | i | -1 | -6 | -5 | -16 | -2 | 23 | -1 | -4
15 | COc1ccc(CCNC(=O)CC2COc3ccccc3O2)cc1OC (centres undefined) | -11 | i | 0 | -9 | 3 | -44 | 8 | 14 | -2 | 2
16 | O=C(CCCc1ccccc1)NCc1ccc(F)cc1 | 2 | i | -1 | 7 | -1 | 2 | 4 | 22 | -4 | -4
17 | Cc1[nH]n(-c2cccc(Cl)c2)c(=O)c1C=NC12CN3CN(CN(C3)C1)C2 | -11 | . | -1 | -1 | 1 | 0 | 21 | 13 | 0 | -4
18 | CCOc1ccc(C(=O)CCC(=O)O)cc1 | 1 | i | -2 | -1 | 0 | 4 | 15 | 30 | 1 | -3
19 | CC(C)(C)OC(=O)N[C@@H](COCc1ccccc1)C(=O)N[C@@H](CO)[C@H](O)[C@@H]1C[C@@H]1C(=O)NC1CCCCC1 | -6 | i | 0 | -2 | 0 | -5 | 11 | 11 | -6 | -9
20 | COc1ccc(CCNC(=O)CSCc2ccc(F)cc2)cc1OC | 19 | i | -3 | 2 | 3 | -9 | 17 | 11 | -4 | 1
21 | CC(C)[C@H](NC(=O)C1CCN(S(=O)(=O)c2ccccc2)CC1)C(=O)NCc1ccccc1 | 26 | i | 0 | 8 | 0 | -23 | -4 | -10 | 9 | -2
22 | COc1ccc(C(=O)N/C(=C/c2cccnc2)C(=O)Nc2cccc(C(C)=O)c2)cc1OC | -19 | i | 0 | -15 | 1 | 5 | -14 | -4 | 1 | -6
23 | O=C(NCCCN1CCCC1=O)C1CCCO1 (centres undefined) | -8 | i | -11 | -3 | 1 | -9 | 17 | -9 | 2 | -5
24 | O=C(O)c1ccc(S(=O)(=O)N2CCCc3ccccc32)cc1 | -8 | i | 0 | -6 | 3 | -18 | 3 | -16 | -2 | -4
25 | O=c1cc2c(nn1Cc1cccc(Cl)c1)-c1ccccc1CC2 | 16 | i | -1 | 3 | 0 | -36 | 15 | 8 | 3 | 3
26 | Cc1nn(-c2ccccc2)c2sc(C(=O)N(CC(=O)NC3CCCC3)Cc3ccco3)cc12 | 25 | i | . | 17 | -4 | -22 | -67 | 35 | 3 | -1
27 | C/C(=N\Nc1nc(C)cc(C)n1)c1ccc(N2CCOCC2)cc1 | -2 | i | -2 | -5 | 1 | -15 | -23 | 2 | 0 | 7
28 | COc1ccc2[nH]c3nc(SCc4nnc(-c5ccc(C)cc5)o4)nnc3c2c1 | -6 | i | -2 | 1 | -1 | -24 | -1 | -1 | 0 | -8
29 | COc1ccc(C(=O)NNC(=S)NC(=O)c2cccc([N+](=O)[O-])c2)cc1 | 7 | i | -1 | 1 | -3 | . | 5 | -85* | . | .
30 | O=S(=O)(Nc1nccs1)c1cnc(Cl)c(Br)c1 | 7 | i | -5 | 8 | 2 | -2 | -6 | 5 | 3 | -4
31 | CC(C)N1C(=S)SC(C)(C)C1n1oc(=O)n(-c2cccc(Cl)c2)c1=O (centres undefined) | 26 | i | -4 | 15 | -6 | -6 | 1 | 30 | 3 | -10
32 | COCCCn1c(C)nnc1SCC(=O)Nc1ccc(C(C)=O)cc1 | -3 | i | 0 | -5 | -3 | -5 | 9 | 6 | 2 | 5
33 | Cc1cc(C)n2c(SCC(=O)Nc3cc(C)on3)nnc2n1 | 8 | i | -1 | 5 | -2 | -3 | 10 | 3 | 15 | -4
34 | O=C1c2ccccc2C(=O)N1CCSc1ncn[nH]1 | 21 | i | -2 | 2 | 6 | -32 | 18 | 37 | 1 | -6
35 | COc1ccc(C(C(=O)NCC2CCCO2)N(C(=O)CNC(=O)c2cccs2)c2ccc(C(C)=O)cc2)cc1OC (centres undefined) | -6 | i | 2 | 5 | -4 | -6 | 16 | 16 | 0 | 5
36 | O=C(O)c1oc2ccccc2c1CSc1ccccn1 | -1 | i | -3 | -6 | 2 | -25 | 3 | 22 | -1 | 3
37 | Cc1ccc(C(=O)NCCCc2ccccc2)c(C)c1 | 35 | i | 6 | 18 | 4 | -144 | -129 | -28 | 1 | -7
38 | NC(=O)CN1C(=O)C2C3c4ccccc4C(c4ccccc43)C2C1=O (centres undefined) | -7 | i | . | -6 | 2 | -9 | 18 | 21 | 3 | 10
39 | CC(C)(C)Cc1cc(N)on1 | 10 | i | . | 2 | 4 | -20 | 13 | 12 | -2 | -10
40 | COC(=O)C1=C(C)N(C)C(=S)N(C)C1c1cccc(Br)c1 (centres undefined) | -9 | i | -1 | 7 | 3 | 4 | -3 | 4 | 0 | 0
41 | Cc1cc(=O)n2nc(N3CCCC3C(=O)NCCCN3CCCCC3)sc2n1 (centres undefined) | 6 | i | -1 | -9 | 2 | 0 | -10 | 5 | 1 | 0
42 | COC(=O)c1sc(N2C(=O)C(O)=C(C(=O)c3ccc(C)o3)C2c2cc(OC)ccc2OC)nc1C (centres undefined) | -11 | i | -2 | -3 | 1 | -18 | 0 | 18 | 1 | 8
43 | OC(COc1ccc(CN2CCCCO2)cc1)CN1CCCCC1 (centres undefined) | -3 | i | -2 | -6 | 0 | -31 | -16 | 3 | 3 | 1
44 | COc1ccc(Cl)cc1C(=O)Nc1ccc(N(C)C(C)=O)cc1 | 9 | i | -2 | 6 | -3 | -33 | -38 | 2 | 4 | 2
45 | CCOC(=O)c1ccc(NC(=O)c2ccco2)cc1 | 30 | i | 2 | 24 | 2 | -137 | -189 | -10 | -2 | 4
46 | Cc1cc(N2CCN(c3ccc(F)cc3)CC2)n2ncnc2n1 | 2 | i | 2 | -1 | 0 | -20 | -9 | 16 | -5 | 6
47 | CCn1c(NC(=S)Nc2ccccc2)nc2ccccc21 | -69 | i | 1 | -60* | 3 | -21 | -106 | 6 | -2 | 11
48 | Cc1cccc(C(=O)Nc2sc(-c3ccccc3)cc2C(=O)O)c1 | 16 | i | -2 | 8 | 4 | -156 | -180 | 26 | -10 | 10
49 | CN(C[C@@H](CC1CCCCC1)N(C[C@H](Cc1ccccc1)N(CCc1ccccc1)N=O)N=O)N=O | -5 | i | -4 | 0 | 2 | -8 | 34 | 21 | 10 | -7
50 | CCC(C)[C@H](NC(=O)N1CC(=O)Nc2ccccc21)C(=O)N1CCC[C@@H]1C(=O)O (some centres undefined) | 7 | i | -2 | 4 | -3 | -21 | -7 | 37 | 2 | 0
51 | COc1ccc(S(=O)(=O)N2CCCCC2)cc1 | -5 | i | -1 | -1 | 1 | -25 | -5 | 26 | 1 | -4
52 | CN1CCN(C(=O)/C(=C/c2cccs2)NC(=O)c2ccco2)CC1 | 15 | i | -3 | 11 | -8 | -4 | -22 | 22 | 4 | 8
53 | O=C1CC(SC(=Nc2ccccc2)Nc2ccccc2)C(=O)N1c1ccc(Cl)c(Cl)c1 (centres undefined) | 41 | i | -3 | 24 | 1 | -6 | 28 | 14 | -2 | 3
54 | COc1ccc(OC(=O)CCCN2C(=O)c3ccccc3C2=O)cc1 | 7 | i | -2 | -9 | -3 | -20 | 2 | 25 | 8 | -2
55 | COc1ccc(NC(=O)c2ccccc2NS(=O)(=O)c2ccc(CNC(C)=O)cc2)c(OC)c1 | 7 | i | 0 | -5 | -3 | 10 | -7 | 3 | -1 | 4
56 | CCOCCCn1c(SCC(=O)Nc2ccc(OC)cc2)nc2ccccc2c1=O | -17 | i | -2 | -4 | -6 | 2 | 1 | 6 | 4 | 10
57 | CCc1nnc(NC(=O)CCC(=O)Nc2ccc(C)cc2)s1 | -2 | i | 0 | -4 | 3 | -54 | -5 | 7 | -4 | -3
58 | CCOC(=O)C1CCCN(C(=O)Cn2nc(C)n3c(cc4c(OC)cccc43)c2=O)C1 (centres undefined) | -2 | i | 0 | 0 | 0 | -10 | 17 | 9 | 1 | 1
59 | O=C(Nc1ccccc1)C1=C(O)CC(c2ccc(Cl)cc2)N2CCN=C12 (centres undefined) | 36 | i | -3 | 10 | -1 | -14 | -6 | 9 | 0 | -4
60 | Nc1c(C(=O)N2CCCCCC2)oc2ccccc12 | -10 | i | -2 | -3 | 17 | -25 | -9 | 4 | 6 | 4

Screening results deposited in PubChem BioAssay by several laboratories.
